DRD3 antagonist = qHTS of D3 Dopamine Receptor Antagonist: qHTS; max response, negative = inhibition, %; D(3) dopamine receptor (Homo sapiens), P35462; D3R cells, DiscoveRx beta-arrestin luminescence, antagonist mode; stronger effect = lower value; hit rate 2.5% among 360,000; AID 652054, 2013; in the data active = max response below about -50%; inconclusive = no clear call, values can overlap the other calls; note: % is set by controls: 0 for no effect and ±100 for the full control effect; mostly tested at two doses, the higher about 12 µM
Target sequence (P35462 whole entry, looked up): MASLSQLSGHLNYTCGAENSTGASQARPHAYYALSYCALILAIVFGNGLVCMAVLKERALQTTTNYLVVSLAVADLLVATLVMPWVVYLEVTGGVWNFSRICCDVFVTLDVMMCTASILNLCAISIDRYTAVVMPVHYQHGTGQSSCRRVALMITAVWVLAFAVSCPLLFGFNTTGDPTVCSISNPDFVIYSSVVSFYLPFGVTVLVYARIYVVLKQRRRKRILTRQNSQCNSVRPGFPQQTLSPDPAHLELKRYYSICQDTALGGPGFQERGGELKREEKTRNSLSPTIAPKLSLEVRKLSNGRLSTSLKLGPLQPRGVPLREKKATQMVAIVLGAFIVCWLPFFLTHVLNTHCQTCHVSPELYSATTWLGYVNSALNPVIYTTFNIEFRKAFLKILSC
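Cells plated overnight at 1500 cells/well, then exposed to library compounds with dopamine controls for 90 minutes at 37 degrees C. DiscoveRx reagent added for 30–60 minutes at room temperature; luminescence read, quantitative HTS format.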
EPAC2 antag = qHTS for Antagonist of cAMP-regulated guanine nucleotide exchange factor 2 (EPAC2): primary screen; EPAC2 GEF exchange of Rap1B-BODIPY-GDP, fluorescence; hit rate 0.18% among 360,000; Potency, µM (top dose mostly 114 µM), for the others: at the top dose activity, negative = inhibition, usual class: inhibitors; AID 720708, 2013; Rap guanine nucleotide exchange factor 4 (Homo sapiens), Q8WZA2; note: potency is the fitted concentration of half-maximal effect; % is set by controls: 0 for no effect and ±100 for the full control effect; nearly all actives have a fitted effect of over 45% in size; many of its hits are not listed in these tables
EPAC2 ag = qHTS for Agonist of cAMP-regulated guanine nucleotide exchange factor 4 (EPAC2): primary screen. EPAC2 activation, biochemical qHTS; response scale: 100% = 6.5 mM cAMP response. hit rate 0.079% among 360,000. AID 720711, 2013. Rap guanine nucleotide exchange factor 4 (Homo sapiens), Q8WZA2. Potency, µM (titrated, usually from 154 µM), without a hit: at the highest dose activation, hits mostly activators; note: potency is the fitted concentration of half-maximal effect; nearly all actives have a fitted effect of over 50% in size
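Each well held 100 nM EPAC2, 250 nM RAP1B-BODIPY-GDP and 50 uM GDP. Fluorescence, read at 5-min intervals to 30 min, was referenced to a 6.5 mM cAMP positive control.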
PTHR1 agonist = qHTS for PTHR1 Agonists: Primary Screen; AID 743266, 2014; Potency, µM (top dose mostly 115 µM), without a hit: at the top dose activation, most hits filed as activators; HEK293 GP2 PTHR1 cells, GloSensor cAMP luminescence, 1 h; Parathyroid hormone/parathyroid hormone-related peptide receptor (Homo sapiens), Q03431; hit rate 0.075% among 410,000; note: potency is the fitted concentration of half-maximal effect; nearly all actives have a fitted effect of over 55% in size; some results filed as inactive show a strong effect at the top dose; inactives centre near -15; many of its hits are not listed in these tables
Target sequence (Q03431 whole entry, looked up): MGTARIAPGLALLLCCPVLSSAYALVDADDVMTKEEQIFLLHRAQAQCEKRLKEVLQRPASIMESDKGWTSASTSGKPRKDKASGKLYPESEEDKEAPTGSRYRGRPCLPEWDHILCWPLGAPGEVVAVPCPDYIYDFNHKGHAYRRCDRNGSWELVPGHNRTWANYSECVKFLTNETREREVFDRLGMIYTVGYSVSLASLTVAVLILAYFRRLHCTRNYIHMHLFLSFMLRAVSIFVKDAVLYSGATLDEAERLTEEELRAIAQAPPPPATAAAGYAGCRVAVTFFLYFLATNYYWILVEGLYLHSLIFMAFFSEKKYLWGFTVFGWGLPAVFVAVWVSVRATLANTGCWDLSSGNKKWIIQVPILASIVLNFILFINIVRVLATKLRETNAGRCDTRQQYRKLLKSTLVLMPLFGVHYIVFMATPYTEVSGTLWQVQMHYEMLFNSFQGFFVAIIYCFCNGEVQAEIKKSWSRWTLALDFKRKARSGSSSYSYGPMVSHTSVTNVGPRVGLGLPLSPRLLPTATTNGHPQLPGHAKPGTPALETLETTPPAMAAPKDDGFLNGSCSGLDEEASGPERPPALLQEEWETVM
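HEK-293-derived GP2 cells expressing PTHR1 and a GloSensor cAMP reporter, 3,000/well, plated overnight, given luciferin plus IBMX (each 0.5 mM as added) for 1 h at 37 °C, then compound for 1 h at 37 °C. Luminescence was read after 15 min at room temperature.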
CCT modulator = High-Throughput Screening for Modulators of Cytosolic Chaperonin Activity; hit rate 0.3% among 360,000; activity change, % (test concentration not listed), hits read low; AID 651819, 2012; purified chaperonin ATPase assay, HTRF ADP detection, 30 min; in the data active = activity change below about -30%; note: % is set by controls: 0 for no effect and ±100 for the full control effect
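ATPase activity: ADP formed was measured by HTRF Transcreener (665/615 nm ratio) after 30 min at 37 deg C with 10 uM ATP. Compounds screened at one 76 uM concentration against 40 or 20 nM TRiC in Tris pH 7.4/KCl/MgCl2/DTT buffer.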
D3 ag = qHTS of D3 Dopamine Receptor Agonist: qHTS | max activation, % | D3R DiscoveRx beta-arrestin cells, luminescence, 90 min | hit rate 0.58% among 410,000 | AID 652048, 2013 | D(3) dopamine receptor (Homo sapiens), P35462; in the data active = max activation above about 30%; note: 0% is about no effect; mostly tested at two doses, the higher about 12 µM
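Agonist-mode cell screen: cells plated at 1500/well and incubated overnight at 37 °C, then exposed to library compounds for 90 min at 37 °C. Detection reagent was added for 30–60 min at room temperature, and luminescence was read.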
Mm-Cpn inhibitor = Inhibitors of TCP-1 ring complex (TRiC) of Methanococcus maripaludis (MmCpn): qHTS | purified Mm-Cpn ATPase, ADP Transcreener TR-FRET | Potency, µM (titrated, usually from 76.9 µM), without a hit: top-dose activity, negative = inhibition, usual class: inhibitors | hit rate 0.031% among 330,000; note: potency is the fitted concentration of half-maximal effect; % is set by controls: 0 for no effect and ±100 for the full control effect; nearly all actives have a fitted effect of over 80% in size
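Purified archaeal Mm-CPN (25nM final) preincubated 10 min at 37degC with compound, then 10uM ATP for 30 min at 37degC; ADP measured by HTRF Transcreener TR-FRET; buffer 30 mM TRIS pH 7.4, 100mM KCl, 5mM MgCl2, 1mM DTT.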
Akt phos inh = HTS Assay for Inhibitors of Akt Phophorylation: Primary Screen; Neuro2A IGF-stimulated pAkt S473 HTRF, 20 min; stronger effect = lower value; hit rate 0.32% among 360,000; AID 651550, 2012; activity change, % for hits at 50 µM; in the data active = activity change below about -80%; inconclusive = mostly about -51% to -80%; note: % is set by controls: 0 for no effect and ±100 for the full control effect
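Neuro2A cells in DMEM with 0.5% FBS, overnight at 37 deg C, given compound at single 50 µM final, then IGF (6 nM final) for 20 min at 37 deg C. Lysed; phospho-Akt Ser473 by HTRF after 24 h, 665/615 ratio.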
Starred values were filed as active, the others as inactive; i = inactive; ? = inconclusive; . = not tested or not shown; [ ] = remark or other dose. Unless noted, calls come from the whole dose curve; as a rule, active = well fitted curve in the direction sought with a large enough effect; inconclusive = small, poorly fitted or top-dose-only effect, or another doubt; inactive = no such curve, though single readings can be large; an effect the other way counts as inactive or inconclusive. A portion of the library. The share of hits here may be higher or lower than overall.

1	O=C(C1=C[C@H](c2ccccc2)C[C@H](OCc2ccc(CO)cc2)O1)N1CCN(Cc2ccc3c(c2)OCO3)CC1
2	CCCCCCNc1cc(C)oc(=O)c1C(C)=O
3	CC(=O)c1c(C)[nH]c(C(=O)Nc2cccc(S(=O)(=O)N(C)c3ccccc3)c2)c1C
4	CC1(c2cccc3ccccc23)NC(=O)N(CC(=O)NC2CCS(=O)(=O)C2)C1=O (stereo not given)
5	Cc1ccc(-c2csc3nnc(SCC(=O)Nc4nsc(-c5ccccc5)n4)n23)cc1
6	Nc1c(Cl)ncnc1N1CCCC1
7	CN(C)C(CNc1nnnn1-c1ccccc1)c1ccco1 (stereo not given)
8	Cc1cccc(C)c1-n1nnnc1C(c1ccnc2ccccc12)N1CCN(C(=O)OCc2ccccc2)CC1 (stereo not given)
9	Cc1ccc(S(=O)(=O)NCCNC(=O)c2ccc(C)nc2)cc1
10	Cc1ccc(C(=O)N2CCC(C(N)=O)CC2)cc1C
entry no.	1	2	3	4	5	6	7	8	9	10
DRD3 antagonist	-16	20	24	0	10	19	12	17	4	-19
EPAC2 antag	6%	8%	-29%	6%	2%	-7%	4%	4%	-24%	7%
EPAC2 ag	0%	-9%	6%	10%	3%	4%	9%	3%	5%	-3%
PTHR1 agonist	-22%	i	i	i	i	i	-2%	3%	i	-6%[57.5 µM]
CCT modulator	0.9	1.1	-1.1	-3.3	-0.4	-1.4	-0.7	0.3	0.5	-8.4
D3 ag	-23	1	-2	6	14	9	2	2	2	11
Mm-Cpn inhibitor	.	0%	0%	-1%	.	2%	-1%	.	1%	2%
Akt phos inh	i	i	i	i	i	i	.	i	i	i

11	COC(=O)Cn1cnc2sc(C)c(S(=O)(=O)N3CCC(C)CC3)c2c1=O
12	O=c1c(Cc2ccccc2)c(O)ccn1CCc1cnc[nH]1
13	Cc1c(Cl)cccc1N1C(=O)CC(Sc2ccccc2N)C1=O (stereo not given)
14	CCOc1cc(/C=C2/NC(=O)N(CC(=O)OC)C2=O)ccc1O
15	CCCCC(=O)Nc1sc(C(=O)N(CC)CC)c(C)c1C(=O)OC
16	Cc1cc(=O)[nH]c(SCC(=O)N2CCCC2)n1
17	Cc1ccsc1/C=N/NC(=O)c1nnn(-c2nonc2N)c1C
18	COCCNC(=O)C(c1ccco1)N(Cc1ccc(OC)cc1)C(=O)Cn1nnc2ccccc21 (stereo not given)
19	Cc1cc(C)cc(NC(=O)CSc2nc(=O)n(CCN3CCOCC3)c3c2CCCC3)c1
20	COc1ccc(N2CCN(C(=O)CCN3C(=S)NC(C)(C)CC3C)CC2)cc1 (stereo not given)
entry no.	11	12	13	14	15	16	17	18	19	20
DRD3 antagonist	-22	12	-3	9	10	7	10	-8	4	5
EPAC2 antag	-2%	4%	3%	-4%	4%	-6%	-6%	13%	-3%	3%
EPAC2 ag	2%	3%	12%	-3%	-8%	-2%	-9%	8%	-1%	-7%
PTHR1 agonist	-31%[inhibitor]	0%	i	i	i	-3%	i	-18%	i	-42%[inhibitor]
CCT modulator	-0.2	1.3	-2.1	0.7	0.6	0.4	0.9	1.2	-0.5	-0.7
D3 ag	-7	11	-1	3	-3	0	12	-7	28	-1
Mm-Cpn inhibitor	1%	-3%	.	-1%	1%	2%	1%	0%	-17%	-1%
Akt phos inh	i	i	i	i	i	i	i	i	i	i

21	CCOC(=O)c1sc(=NC(=O)c2ccc(Cl)s2)n(C)c1C
22	COc1cc(OC)cc(C(=O)OCC(=O)NCc2ccc3c(c2)OCO3)c1
23	COc1ccc(Cl)cc1NC(=O)CCN1CCN(c2ccccc2C)CC1
24	COc1ccc(C(=O)N(C)C(C)c2ccon2)cc1OC1CCN(C(C)C)CC1 (stereo not given)
25	COc1ccc(CCNC(=O)/C(C#N)=C/c2ccc(OCC(=O)NCC3CCCO3)cc2)cc1OC (stereo not given)
26	Cc1ccc(C(=O)NCCc2nnc3ccc(NCc4ccc5c(c4)OCO5)nn23)cc1
27	Cc1cc(C)n(CC(O)COc2ccccc2C(=O)Nc2ccccc2)n1 (stereo not given)
28	O=C1CN(C(=O)CSc2nc(-c3ccc(Cl)cc3)cs2)c2ccccc2N1
29	CC(=O)c1c(C)n(-c2ccccc2)c2ccc(OCC(O)CN3CCOCC3)cc12 (stereo not given)
30	COCCNC(=O)COc1ccc(N(C)S(=O)(=O)c2ccc3ccccc3c2)cc1
entry no.	21	22	23	24	25	26	27	28	29	30
DRD3 antagonist	-2	-12	-29	-4	14	-19	34	-25	-18	-27
EPAC2 antag	-1%	2%	0%	9%	5%	2%	-3%	-11%	4%	-3%
EPAC2 ag	-5%	13%	18%	-1%	2%	1%	5%	13%	12%	14%
PTHR1 agonist	-35%[inhibitor]	-16%	-11%[57.5 µM]	4%	-31%[inhibitor]	i	i	-92%[inhibitor]	23%[57.5 µM]	-8%
CCT modulator	0.0	1.9	1.1	0.8	0.1	-1.1	-0.9	-7.7	-9.8	0.5
D3 ag	-7	-3	28	6	3	-7	1	2	-9	7
Mm-Cpn inhibitor	?	-3%	-2%	0%	0%	-4%	-1%	-15%	1%	0%
Akt phos inh	i	i	i	i	i	i	i	i	i	i

31	O=C(Nn1c(-c2ccncc2)nc2ccccc2c1=O)c1ccc([N+](=O)[O-])cc1Cl
32	O=C(NCc1ccc(F)cc1)C1(S(=O)(=O)c2ccc(Cl)cc2)CC1
33	CC1CCN(C(=O)Cn2cc(C(=O)C3CC3)c3ccccc32)CC1
34	O=C(CCCN1C(=O)C(c2ccccc2)Oc2cccnc21)Nc1ccccc1Cl (stereo not given)
35	N#Cc1c(=O)c2nc(NCCCO)ncc2n2c(=O)c3ccccc3[nH]c12
36	Cc1ccc(S(=O)(=O)N2C[C@@H]3[C@H]4CC[C@H](C4)[C@@H]3[C@@H](C)[C@H]2c2ccn(Cc3ccccc3)c2)cc1
37	Cc1ccc(C)c(C(=O)COC(=O)c2n[nH]c3ccccc23)c1
38	CCCCCCn1cc(C(=O)O)c(=O)c2cc(F)c(N3CCCCC3)cc21
39	CCC1Oc2ccccc2N(CC(=O)NCCCN2CCCCC2CC)C1=O (stereo not given)
40	COc1cc2c(cc1OC)-c1cc(OCCN3CCOCC3)nc(=O)n1CC2
entry no.	31	32	33	34	35	36	37	38	39	40
DRD3 antagonist	-22	2	-9	-4	-19	?	-20	-24	-1	-25
EPAC2 antag	4%	-16%	-5%	-8%	?	12%	-4%	2%	1%	16%
EPAC2 ag	-5%	8%	-4%	19%	-57%[inhibitor]	1%	25%	5%	3%	1%
PTHR1 agonist	i	-13%	i	-29%	i	-34%[inhibitor]	-39%[inhibitor]	?	-12%[57.5 µM]	18%
CCT modulator	1.3	0.5	-1.5	-1.7	0.8	-1.8	0.8	-2.9	-3.1	1.9
D3 ag	1	2	-4	-5	1	-27	3	9	0	8
Mm-Cpn inhibitor	0%	1%	0%	0%	-2%	-1%	-1%	-22%	1%	-8%
Akt phos inh	i	i	i	i	i	i	i	i	i	i

41	Cc1ccc(C)c(S(=O)(=O)NC(C)CCc2ccccc2)c1 (stereo not given)
42	Cc1cccc(NC(=O)COc2cccc3c2CCNC3=O)c1
43	CN(C)c1nc(N)nc(CSc2nc3c(c(=O)n(C)c(=O)n3C)n2Cc2ccccc2F)n1
44	O=C(NNC(=O)c1ccc2ccccc2c1O)c1cccs1
45	COc1ccc(/C(C)=N/N2CCOCC2)c(O)c1
46	O=C(Nc1ccc2nc3n(c(=O)c2c1)CCCC3)c1cccnc1Cl
47	COC(=O)c1sccc1NC(=O)c1ccc(Br)o1
48	Cc1ccc(S(=O)(=O)N2CCCNCC2)cc1
49	Cc1cc(C)c2c(NC(=S)NC(=O)c3ccccc3)n[nH]c2n1
50	COC(=O)c1ccc(COc2ccc(-c3nnn(CC(=O)NC(C)(C)C)n3)cc2)cc1
entry no.	41	42	43	44	45	46	47	48	49	50
DRD3 antagonist	-10	10	9	-15	15	0	63	5	3	1
EPAC2 antag	?	-10%	15%	-13%	6%	-7%	-3%	1%	3%	7%
EPAC2 ag	11%	13%	-13%	9%	6%	8%	5%	1%	2%	3%
PTHR1 agonist	-21%	-13%	-16%	24%	i	i	i	i	-95%[inhibitor]	i
CCT modulator	-2.7	0.9	-3.3	1.5	-1.0	-0.8	-9.4	-0.9	-1.1	2.0
D3 ag	15	4	1	10	0	-4	-6	6	4	22
Mm-Cpn inhibitor	3%	.	-12%	1%	-2%	.	1%	4%	-2%	-3%
Akt phos inh	i	i	i	i	i	i	i	i	i	i

Source: PubChem BioAssay
